# tim23-1 inh – growth inhibitors of tim23-1 mutant yeast | S. cerevisiae tim23-1 growth, BacTiter-Glo luminescence, 24 h | inhibition, % at 20 µM | hit rate 1.3% among 330,000 | AID 463212;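 active means growth inhibition of the mutant yeast at or above 50%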;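 further: temperature-sensitive mutant grown at 25 °C; plate controls were DMSO-treated mutant yeast for no effect and medium wells lacking yeast for full effect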
# XBP1 UPR activ – activators of adaptive arm of unfolded protein response (XBP1); CHO-XBP1 luciferase reporter, IRE1-XBP1 UPR activation, luminescence; percent of tunicamycin response, DMSO as zero; activation, % at 20 µM; hit rate 0.33% among 330,000; AID 463104;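 active means versus positive control, 20 µM dose yields 30% or more activation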;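 further: 100% = tunicamycin at 10 µg/mL and 0% = DMSO only wells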
#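 Assay system: CHO-XBP1 luciferase reporter cells; Schedule: 6 h treatment, 37 °C; Detection: glow luminescence from Steady-Glo reagent; Benchmarks: high control tunicamycin 10 µg/mL final, low control DMSO vehicle only.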
# CXCR6 block – CXCR6 (human) receptor inhibition. inhibition, % at 20 µM. hit rate 0.36% among 360,000. CHO-K1 PathHunter CXCR6 beta-arrestin, luminescence; in the data active means inhibition above about 34%, passing the limit was not always enough;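 further: antagonist mode with CXCL16 agonist at 10 nM final; 0% = 10 nM CXCL16 with DMSO and 100% = unstimulated wells without agonist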
# Target sequence (O00574 whole entry, looked up): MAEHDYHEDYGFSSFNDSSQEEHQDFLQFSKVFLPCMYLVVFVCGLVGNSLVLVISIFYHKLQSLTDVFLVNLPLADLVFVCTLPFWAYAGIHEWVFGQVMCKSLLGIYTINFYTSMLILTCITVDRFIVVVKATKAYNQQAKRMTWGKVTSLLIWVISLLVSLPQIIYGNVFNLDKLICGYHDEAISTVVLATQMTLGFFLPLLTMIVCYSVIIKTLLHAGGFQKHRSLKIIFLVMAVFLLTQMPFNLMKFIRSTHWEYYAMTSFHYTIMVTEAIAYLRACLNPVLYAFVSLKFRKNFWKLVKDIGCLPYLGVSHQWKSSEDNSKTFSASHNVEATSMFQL
# APJ antag – blocks the human apelin receptor APJ; inhibition, % at 20 µM; CHO-K1 APJ beta-arrestin complementation, luminescence; AID 2521; P35414; hit rate 0.32% among 330,000;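 active means inhibition above about 40% at 20 µM, limit read from the data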;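 further: cells challenged with 10 nM apelin-13 agonist together with compound; plate controls were apelin-13 plus DMSO wells for no effect and DMSO wells lacking apelin-13 for full effect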
# Target sequence (P35414 whole entry, looked up): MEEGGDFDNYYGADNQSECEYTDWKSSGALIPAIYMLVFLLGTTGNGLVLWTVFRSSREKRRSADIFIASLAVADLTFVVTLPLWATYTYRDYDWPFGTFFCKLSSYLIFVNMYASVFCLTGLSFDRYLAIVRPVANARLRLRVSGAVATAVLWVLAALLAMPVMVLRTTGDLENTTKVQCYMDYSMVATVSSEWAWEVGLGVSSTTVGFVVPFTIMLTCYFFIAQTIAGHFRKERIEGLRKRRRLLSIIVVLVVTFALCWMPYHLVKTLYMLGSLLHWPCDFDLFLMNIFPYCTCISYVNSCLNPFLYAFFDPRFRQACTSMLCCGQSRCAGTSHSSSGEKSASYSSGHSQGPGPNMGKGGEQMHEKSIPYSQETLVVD
# CHOP UPR activ – activators of apoptotic arm of unfolded protein response (CHOP). CHO-CHOP luciferase reporter, UPR activation, luminescence; percent of tunicamycin response over DMSO baseline. activation, % at 10 µM. hit rate 0.34% among 330,000. AID 449763;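 active means at 10 µM dose, activation of 40% or more, normalized to positive control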;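 further: 100% = tunicamycin at 10 µg/mL and 0% = DMSO alone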
#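 Material: CHO-CHOP cells, stable luciferase reporter of PERK-eIF2a-CHOP signalling; quantity: 500 reporter cells seeded per well; buffer or medium: F12 medium containing 10% fetal bovine serum; compound: one dose, 10 µM in 0.5% DMSO; incubation: 6 h compound treatment, 37 °C; measured by: Steady-Glo luciferase luminescence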
# APJ agonist – APJ receptor agonism; AID 2520; hit rate 0.11% among 330,000; P35414; activation, % at 20 µM; CHO-K1 APJ PathHunter beta-arrestin, luminescence; 0% DMSO wells, 100% apelin;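 active means activation more than six SD over the plate average, tested at 20 µM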;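 further: 0% = DMSO alone and 100% = apelin-13 at 10 nM; some results filed as inactive read as strong as hits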
#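 Test system: CHO-K1 APJ beta-arrestin complementation cell line. Amount: cell density 1000 per well. Controls: DMSO negative, 10 nM Apelin-13 positive. Signal: luminescent beta-gal fragment complementation, chemiluminescent substrate. Read-out basis: agonist-driven arrestin binding to APJ. Timing: compound stimulation 90 min at 25 °C, detection 60 min.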
# TIM10 inh – TIM10 yeast growth inhibition. inhibition, % at 10 µM. S. cerevisiae TIM10 strain growth, BacTiter-Glo luminescence, 24 h. hit rate 1.4% among 330,000. AID 463195;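 active means inhibition of 40% or more at the single tested concentration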;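 further: wild-type TIM10 isogenic control strain grown at permissive 25 °C; 0% = DMSO yeast wells and 100% = minimal medium wells without yeast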
# tim10-1 inh – inhibits growth of tim10-1 mutant yeast; S. cerevisiae tim10-1 ts strain growth, BacTiter-Glo, 24 h; inhibition, % at 20 µM; hit rate 2.2% among 330,000; AID 463190;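 active means inhibition of at least 40%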;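 further: mutant grown at 25 °C; 0% = DMSO wells with yeast and 100% = wells holding no yeast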
# Mdm2 MdmX PPI – disrupts the human Mdm2-MdmX interaction. inhibition, % at 8 µM. SaOS-2 split-luciferase Mdm2/MdmX complementation, luminescence. hit rate 3% among 330,000. O15151+Q00987;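 active means inhibition of at least 50% at 8 µM in the primary screen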
# The depositor's hits bear a star; . = no result given; & = joins results of further samples. Only part of the results is shown; count on the stated rates, not on these rows.
smiles	tim23-1 inh	XBP1 UPR activ	CXCR6 block	APJ antag	CHOP UPR activ	APJ agonist	TIM10 inh	tim10-1 inh	Mdm2 MdmX PPI
CCN(C[C@H]1N[C@@](CC)(C(=O)OC)[C@H]2C(=O)N(C)C(=O)[C@@H]12)C(=O)c1ccc(C(C)(C)C)cc1	16	-3	3	0	-1.5	-5	3	10	7
COc1ccccc1N1CCN(C(=O)c2ccco2)CC1	4	-2	0	7	2.3	-1	-16	-9	5
CCCCn1c(N)c(N(CCOC)C(=O)c2ccc(NC3CC3)c([N+](=O)[O-])c2)c(=O)[nH]c1=O	11	1	2	-54	0.4	-4	13	17	-10
Cn1c(=O)cc(SCC(=O)NCCCN2CCN(c3ccc(F)cc3)CC2)c2ccccc21	16	-3	6	1	-1.1	-1	-11	12	16
Cc1ccc(C(=O)N/N=C\c2sccc2C)cn1	7	3	0	6	3.8	-10	0	5	4
Cn1c(=O)[nH]c(=O)c2c1nc(N1CCCCC1)n2CC(O)COc1ccccc1 (stereo not given)	17	-3	-9	-7	2.1	-2	-2	9	11
CC(=O)Oc1ccc(/C=N/NC2=NS(=O)(=O)c3ccccc32)cc1	-1	1	-3	15	0.5	-2	0	5	2
Cc1nnc(NC(=O)C2CCN(S(=O)(=O)c3ccc(F)c(Cl)c3)CC2)o1	-15	-1	0	3	1.0	-6	-7	-4	7
CCOC(=O)C(Cc1ccccc1)NC(=O)CCc1nnc2ccc(N3CCCCC3)nn12 (stereo not given)	18	-4	0	-13	-0.8	-3	4	4	11
Cc1ccc(CN(C(=O)C(F)(F)F)C(C(=O)NC2CCCCC2)c2ccco2)cc1 (stereo not given)	29	-4	4	20	0.3	-4	20	40	-15
COc1ccccc1/C=C/CN1CCC(CO)(Cc2ccccc2)CC1	12	1	-7	1	-0.7	-4	-2	-1	25
Cc1cc(=O)oc2cc(OCC(=O)Nc3ccc4[nH]c(=O)[nH]c4c3)ccc12	-19	3	5	4	0.4	1	-14	-8	9
CCOc1ccc(NC(=O)C(C)Sc2nccn2C)cc1 (stereo not given)	-10	-1	-11	3	1.6	4	-9	-7	1
COC(=O)CCC(=O)NNC(=O)Cc1ccccc1	22	-1	1	3	1.4	2	2	-7	-14
COc1ccc(N2CCN(C(=O)/C=C/c3ccco3)CC2)cc1	22	-2	0	1	-0.4	-1	15	10	24
O=C(O)C1C2C=CC3(CN(C4CCCC4)C(=O)C13)O2 (stereo not given)	-4	2	-2	-1	-2.1	0	4	-21	-2
CC(C)CC1Nc2ncnc(N3CCN(c4ccccn4)CC3)c2N(Cc2ccccc2)C1=O (stereo not given)	35	3	10&13	17	1.2	-1	9	12	-10
COc1cc(Cl)ccc1OCc1cc(C(=O)N(C)CC2CCCCO2)no1 (stereo not given)	22	-2	-3	23	8.3	0	22	8	-86
CCCn1c(SCC(=O)Nc2cc(C)on2)n[nH]c1=O	9	-1	0	2	-0.1	0	8	-4	10
Cn1c2ccccc2n2c(=O)c(Cl)c(-c3ccccc3)c(C#N)c12	8	15	3	15	3.4	1	2	14	14
S=c1[nH]nc(COc2ccccc2)n1C1CCCCC1	38	-3	9	-9	1.2	0	8	5	-15
Cc1c(Cl)cccc1NC(=O)CC(Cc1ccccc1)C(=O)O (stereo not given)	0	7	0	21	1.1	-5	-4	-8	-14
CCC(=O)c1c(NC)cc(C)oc1=O	5	-3	-5	0	0.0	-3	-4	11	-3
COc1ccc(N2C(=O)/C(=C/c3ccc([N+](=O)[O-])cc3)C=C2c2ccccc2)cc1	3	7	8	-7	13	-2	8	8	23
N#CCCN/N=C(/Cc1nc2ccccc2[nH]1)c1ccc(Cl)cc1	24	3	.	-6	2.6	-3	16	33	-2
CCOc1ccc(-n2c(=O)[nH]cc(C(=O)N3CCc4ccccc43)c2=O)cc1	1	2	1	17	3.1	-3	-11	3	-2
N#Cc1cnc(N)c(Br)c1	13	3	-2	9	0.2	-1	1	-3	16
O=C(NCc1ccccc1)c1nncc(-c2ccccc2)n1	36	0	3	3	1.7	-1	9	28	4
Cc1cc(NC(=O)CN2C(=O)CC(c3ccco3)Sc3ccccc32)no1 (stereo not given)	8	2	2	-42	0.2	-3	-1	6	26
CC(C)c1cc(C(C)C)c(S(=O)(=O)N2c3ccccc3[C@@]3(Br)C[C@H]4C(=O)N[C@@H](Cc5ccccc5)C(=O)N4[C@@H]23)c(C(C)C)c1	30	10	.	6	4.3	9	15	15	59*
COc1ccc(S(=O)(=O)Nc2ccc3c(c2)CC(=O)N([C@@H](C)CO)C[C@@H](C)[C@@H](CN(C)Cc2ccccc2)O3)cc1	14	5	-1	6	3.4	0	-1	-5	10
CCN(C(=O)c1ccco1)C1C2CC3CC(C2)CC1C3 (stereo not given)	36	-4	-2	14	-2.9	-9	-10	25	8
Cc1ccccc1CNS(=O)(=O)c1c(C(=O)N2CCCCC2)c(C)n(C)c1C	9	-4	1	16	0.9	-3	1	25	14
Cc1onc(-c2ccccc2)c1C(=O)N1CCCN2C(=O)c3ccccc3C21 (stereo not given)	-2	0	-3	2	0.6	-4	2	0	12
CCNc1nc(=S)nc(NCc2ccccc2)[nH]1	4	-1	.	-25	15	-4	-16	25	19
COc1ccc(C(=O)NCc2nnc(SCC(=O)N3CCC(C)CC3)o2)cc1	2	0	-4	-8	0.4	-3	6	7	23
O=C(NC1CC(=O)N(c2ccc(Cl)cc2)C1)N1CCN(C(=O)c2ccco2)CC1 (stereo not given)	-5	-5	-1	-7	-1.2	-2	7	8	9
CCOC(=O)c1ccc(NC(=O)C2=C(C)Nc3nc(CCCO)nn3C2c2ccc(OC)cc2)cc1 (stereo not given)	10	-4	5	-14	-0.6	-4	10	6	16
CCN1CCN(S(=O)(=O)c2ccc(Cl)c(C(=O)N(C)Cc3cccc(OC)c3)c2)CC1	12	-3	-1	1	-0.5	10	8	21	5
O=S(=O)(NC(=S)NC1CCCCC1)c1ccc(Cl)cc1	8	-3	3	33	0.7	-6	9	21	-7
CCOC(=O)C1(C/C(C)=N/NC(N)=O)CC(C)(C)OC1=O (stereo not given)	-9	1	4	21	3.5	1	13	8	4
CC1(CC(=O)N/N=C/c2cc([N+](=O)[O-])c(O)cc2O)OCCO1	10	0	15	12	-0.9	-2	13	28	4
COc1cc(NC(=O)CSc2ncnc3scc(-c4ccccc4)c23)c(C(=O)O)cc1OC	11	1	-7	-3	1.4	-3	13	16	-18
CCOc1ccc(CC(=O)Nc2cc(=O)n(C)c(=O)n2C)cc1	21	0	0	4	-0.7	-1	-5	14	28
C/C=C/C(=O)N1CC2(CC(c3cccc(NC(=O)CC(c4ccccc4)c4ccccc4)c3)=NO2)C[C@H]1C(N)=O (stereo not given in full)	6	-2	-4	8	-1.3	4	5	2	28
CCCCN(C(=O)c1ccco1)c1c(N)n(CCC)c(=O)[nH]c1=O	16	2	10	3	-2.5	-5	5	7	-13
CCOC(=O)c1c(-c2ccc(C)o2)csc1NC(=O)CN1CCOCC1	1	6	-2	9	0.1	-5	19	17	19
CCCNC(=O)C(Cc1cccc(OC)c1)NC(=O)c1ccc(C#N)cc1 (stereo not given)	-1	-1	6	-10	-0.7	-4	0	-11	6
O=C(NNC(=S)Nc1ccccc1)NNC(=S)Nc1ccccc1	-1	-3	28	44*	-0.4	-11	-21	-15	-36
COc1ccc2nc(NC(=O)C3CCN(C(=O)c4ccco4)CC3)sc2c1	21	0	-22	-6	2.6	-3	-3	12	21
CC1CCCCN1S(=O)(=O)c1ccc(C(=O)N(CCCN(C)C)c2nc3cc4c(cc3s2)OCO4)cc1 (stereo not given)	21	-2	11	10	-1.0	-11	6	35	49
COc1ccc(S(=O)(=O)Nc2c(C(=O)O)[nH]c3ccccc23)c(OC)c1	10	-2	-3	5	3.5	-3	-4	5	11
CCCc1c(O)nc(SCC(=O)O)[nH]c1=O	14	-6	2	2	-0.4	-1	-4	0	13
O=C(CSc1nnc(NC(=O)c2ccco2)s1)NC1CCCC1	18	2	2	-2	-0.5	-3	-4	34	-14
C[C@H](CO)N1C[C@H](C)[C@@H](CN(C)C(=O)Nc2ccc(C(F)(F)F)cc2)Oc2c(NC(=O)Nc3ccc(C(F)(F)F)cc3)cccc2C1=O	30	37*	-19	-6	7.4	0	0	18	84*
O=C(NCc1ccc2c(c1)OCO2)C1CCN(S(=O)(=O)N2CCOCC2)CC1	4	-1	-1	-4	-1.3	-4	2	0	-4
CN(C)C(=O)c1nc2ccc(Cl)cn2c1CNCc1ccccc1OC(F)(F)F	8	0	7	-19	0.2	-4	16	22	1
CCOc1ccc(Nc2nc(NCC3CCCO3)c3ccccc3n2)cc1 (stereo not given)	-41	8	8	-25	4.7	13*	11	-5	28
Cn1cnc2cc(NC(=O)c3ccc(Cl)cc3)ccc21	1	1	-8	12	4.4	-3	12	-17	-94
CCOCCCNC(=O)c1ccc2c(c1)ncn2-c1cccc(C)c1	8	1	7	-7	2.2	1	4	11	5

# Next results
smiles	tim23-1 inh	XBP1 UPR activ	CXCR6 block	APJ antag	CHOP UPR activ	APJ agonist	TIM10 inh	tim10-1 inh	Mdm2 MdmX PPI
COCCN1Cc2cc3cc(C)ccc3nc2SC1=Nc1cccc(OC)c1	27	-2	9	3	-0.3	0	9	5	-10
COc1ccc(OCc2nn[nH]n2)cc1	-4	-2	4	21	2.8	2	-3	-11	16
CC(C)NC(=O)Cc1ccc(Br)cc1	-9	-1	-10	6	1.1	-6	8	-2	9
O=C(c1ccccc1)N1CCC(c2nc3c(nnn3Cc3ccco3)c(=O)[nH]2)CC1	-1	-3	-2	-3	-0.3	-2	0	-3	7
CC(C)NC(=O)c1ccccc1NC(=O)C1COc2ccccc2O1 (stereo not given)	4	-2	-13	2	-0.4	-7	9	19	26
CCCC(c1nnnn1C1CCCC1)N1CCN(c2ccccc2F)CC1 (stereo not given)	34	-3	9	-2	-0.7	-4	-8	-8	-12

# Some of the entries above in a different format.
O=C(NCc1ccc2c(c1)OCO2)C1CCN(S(=O)(=O)N2CCOCC2)CC1
  tim23-1 inh: 4
  XBP1 UPR activ: -1
  CXCR6 block: -1
  APJ antag: -4
  CHOP UPR activ: -1.3
  APJ agonist: -4
  TIM10 inh: 2
  tim10-1 inh: 0
  Mdm2 MdmX PPI: -4

CN(C)C(=O)c1nc2ccc(Cl)cn2c1CNCc1ccccc1OC(F)(F)F
  tim23-1 inh: 8
  XBP1 UPR activ: 0
  CXCR6 block: 7
  APJ antag: -19
  CHOP UPR activ: 0.2
  APJ agonist: -4
  TIM10 inh: 16
  tim10-1 inh: 22
  Mdm2 MdmX PPI: 1

CCOc1ccc(Nc2nc(NCC3CCCO3)c3ccccc3n2)cc1 (stereo not given)
  tim23-1 inh: -41
  XBP1 UPR activ: 8
  CXCR6 block: 8
  APJ antag: -25
  CHOP UPR activ: 4.7
  APJ agonist: 13*
  TIM10 inh: 11
  tim10-1 inh: -5
  Mdm2 MdmX PPI: 28

# Compound activity: PubChem BioAssay, Sanford-Burnham Center for Chemical Genomics
